Screening results deposited in PubChem BioAssay by National Center for Advancing Translational Sciences (NCATS).
Apoferritin bind = binds horse apoferritin like a general anesthetic; apoferritin/1-aminoanthracene competitive binding, fluorescence; Potency, µM (top dose mostly 77.5 µM), inactives show at the highest dose activity change, negative = displacement, actives largely listed as inhibitors; 350,000 tested, 0.074% active; AID 485281; note: potency is the fitted concentration of half-maximal effect; % is set by controls: 0 for no effect and ±100 for the full control effect; nearly all actives have a fitted effect of over 20% in size
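Horse-spleen apoferritin (10 uM) in 50% saturated 1-aminoanthracene in PBS was incubated 10 min at room temperature with compound. Fluorescence (ex 380, em 535 nm) was normalized to free and bound 1-AMA, with concentration-response fitted by a four-parameter Hill equation.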
Pol kappa inh = inhibitors of human DNA polymerase kappa; purified Pol kappa, fluorescent DNA synthesis assay, 10 min; 400,000 tested, 0.53% active; Potency, µM (top dose mostly 107 µM), for inactives: top-dose activity, negative = inhibition, actives largely listed as inhibitors; AID 588579; note: potency is the fitted concentration of half-maximal effect; % is set by controls: 0 for no effect and ±100 for the full control effect
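Kinetic fluorescence screen: compound preincubated 15 min RT with 10 nM enzyme; 50 nM substrate (final) initiates; reads at 0/10 min.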
Pol beta inh = inhibitors of human DNA polymerase beta; P06746; Pol beta primer extension/strand displacement, fluorescence kinetic; Potency, µM (top dose mostly 114 µM), for the others: at the top dose activity change, negative = inhibition, usual class: inhibitors; 340,000 tested, 1.3% active; AID 485314; note: potency is the fitted concentration of half-maximal effect; % is set by controls: 0 for no effect and ±100 for the full control effect
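Kinetic readout of DNA synthesis with strand displacement by Pol beta. Compound and 10 nM enzyme sit 15 min at room temperature; 50 nM substrate starts the reaction, read immediately and at 10 min.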
POLH inh = blocks human DNA polymerase eta activity | Potency, µM (top dose mostly 114 µM), for the others: top-dose activity change, negative = inhibition, hits mostly inhibitors | 390,000 tested, 1.2% active | recombinant Pol eta, fluorescent DNA replication assay; note: potency is the fitted concentration of half-maximal effect; % is set by controls: 0 for no effect and ±100 for the full control effect
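Pol eta at 10 nM preincubated with compounds 15 min at room temperature; reaction started with fluorescent substrate (50 nM final) and read kinetically at 0 and 10 min.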
BLM helicase inh = blocks DNA unwinding by human BLM helicase | recombinant BLM DNA unwinding, fluorescence dequenching | Potency, µM (titrated, usually from 56.1 µM), inactives show at the top dose activity change, negative = inhibition, most hits filed as inhibitors | 350,000 tested, 0.2% active;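 note: potency is the fitted concentration of half-maximal effect; plate controls were vehicle for no effect and no enzyme for full effect; nearly all actives have a fitted effect of over 35% in size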
Target sequence (P54132 whole entry, looked up): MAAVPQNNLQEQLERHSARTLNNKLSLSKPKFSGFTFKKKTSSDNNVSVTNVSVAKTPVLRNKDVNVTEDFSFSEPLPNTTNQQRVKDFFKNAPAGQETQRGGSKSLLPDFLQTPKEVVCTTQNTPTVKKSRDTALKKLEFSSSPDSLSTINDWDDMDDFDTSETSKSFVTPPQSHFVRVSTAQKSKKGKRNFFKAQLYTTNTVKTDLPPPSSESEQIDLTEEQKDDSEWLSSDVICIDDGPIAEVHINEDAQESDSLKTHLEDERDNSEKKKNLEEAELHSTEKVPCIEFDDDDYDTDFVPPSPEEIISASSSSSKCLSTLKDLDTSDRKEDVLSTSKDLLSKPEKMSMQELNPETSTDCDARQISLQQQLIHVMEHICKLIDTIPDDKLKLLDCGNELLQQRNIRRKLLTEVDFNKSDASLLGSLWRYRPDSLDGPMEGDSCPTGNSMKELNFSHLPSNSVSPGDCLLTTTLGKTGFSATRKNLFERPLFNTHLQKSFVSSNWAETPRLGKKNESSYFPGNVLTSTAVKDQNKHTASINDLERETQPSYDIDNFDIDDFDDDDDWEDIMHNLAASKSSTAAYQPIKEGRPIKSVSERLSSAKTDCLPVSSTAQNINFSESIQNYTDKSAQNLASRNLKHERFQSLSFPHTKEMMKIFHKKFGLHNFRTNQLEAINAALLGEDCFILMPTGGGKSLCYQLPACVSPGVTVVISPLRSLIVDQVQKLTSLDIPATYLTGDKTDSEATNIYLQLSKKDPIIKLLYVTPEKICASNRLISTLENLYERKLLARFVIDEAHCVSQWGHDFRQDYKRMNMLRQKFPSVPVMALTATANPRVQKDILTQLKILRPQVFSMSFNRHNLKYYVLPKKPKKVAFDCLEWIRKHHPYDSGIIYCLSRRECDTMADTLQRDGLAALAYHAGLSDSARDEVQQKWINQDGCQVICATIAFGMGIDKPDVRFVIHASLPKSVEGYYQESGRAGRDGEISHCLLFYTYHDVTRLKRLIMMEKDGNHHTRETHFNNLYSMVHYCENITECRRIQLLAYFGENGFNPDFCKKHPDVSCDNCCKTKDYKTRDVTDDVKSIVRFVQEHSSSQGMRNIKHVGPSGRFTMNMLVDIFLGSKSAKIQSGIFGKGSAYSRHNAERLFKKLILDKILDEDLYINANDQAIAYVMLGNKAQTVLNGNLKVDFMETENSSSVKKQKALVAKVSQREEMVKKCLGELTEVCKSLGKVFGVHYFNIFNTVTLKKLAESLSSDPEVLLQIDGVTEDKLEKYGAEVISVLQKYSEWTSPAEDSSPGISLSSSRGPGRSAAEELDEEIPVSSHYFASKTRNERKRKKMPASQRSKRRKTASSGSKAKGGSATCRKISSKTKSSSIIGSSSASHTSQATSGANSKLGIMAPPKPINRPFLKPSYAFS
LDHA block = blocks human lactate dehydrogenase A. 480,000 tested, 0.15% active. purified LDHA, NADH/diaphorase-resazurin fluorescence; active compounds read low. P00338. activity change, % (values are at about 110 or 230 µM); in the data active = activity change below about -30%; inconclusive = mostly about -25% to -30%;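 note: plate controls were DMSO wells for no effect and wells without enzyme for full effect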
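Enzyme activity of human lactate dehydrogenase 5 (2 nM; 0.06 mM NADH, 0.2 mM pyruvate, 5 min, RT) is measured via a resazurin/diaphorase fluorescence readout of residual NADH.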
Pol iota inh = blocks human DNA polymerase iota activity | Pol iota fluorescent replication assay, 10 min | Potency, µM (top dose mostly 115 µM), for the others: at the highest dose activity, negative = inhibition, hits mostly inhibitors | 390,000 tested, 1% active | AID 588590; note: potency is the fitted concentration of half-maximal effect
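Pol iota at 10 nM preincubated 15 min with compounds at room temperature; reaction started with fluorescent substrate, 50 nM final. Fluorescence read kinetically at 0 and 10 min; buffer-only wells as negative control.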
GRP78 ERSR act = ER stress response induction in glioma. 420,000 tested, 0.02% active. U87-MG GRP78 promoter luciferase reporter, 16 h. Potency, µM, for inactives: at the top dose activation, hits mostly activators. AID 602332; note: potency is the fitted concentration of half-maximal effect; series mostly up to about 76 µM; % of control where 0% means no effect; nearly all actives have a fitted effect of over 35% in size
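Stably transfected U87-MG glioma cells carrying a GRP78-based luciferase sensor; 16 h compound incubation. Luminescence end-point read 10 min after Bright-Glo addition at room temperature.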
APEX1 inh = inhibitors of human APE1 endonuclease | P27695 | recombinant APE1, TAMRA/BHQ-2 abasic DNA cleavage fluorescence | AID 2517 | Potency, µM (highest dose often 65.8 µM), inactives show at the top dose activity change, negative = inhibition, hits mostly inhibitors | 350,000 tested, 0.35% active;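 note: potency is the fitted concentration of half-maximal effect; plate controls were vehicle for no effect and reference inhibitor for full effect; nearly all actives have a fitted effect of over 55% in size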
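Activity was derived from the fluorescence gain between first and third kinetic reads (60 s intervals, ex 525/em 598 nm) after 50 nM THF-abasic TAMRA/BHQ-2 duplex was added to 0.75 nM APE1 preincubated 15 min with compound.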
Active calls of the source: *; ? = inconclusive; . = no result given; [ ] = remark or other dose. Unless noted, calls come from the whole dose curve; as a rule, active = well fitted curve in the direction sought with a large enough effect; inconclusive = small, poorly fitted or top-dose-only effect, or another doubt; inactive = no such curve, though single readings can be large; an effect the other way counts as inactive or inconclusive. These rows are one share of the data; rates above refer to the full screens.

Values run as follows: Apoferritin bind, Pol kappa inh, Pol beta inh, POLH inh, BLM helicase inh, LDHA block, Pol iota inh, GRP78 ERSR act, APEX1 inh
> COc1ccc(-n2nc3cc(C)c(NC(=O)c4cccnc4)cc3n2)cc1
    -7%, -6%, 0%, 0%, -1%, -4, 24%, 4%, 0%
> Cc1ccc(NC(=O)C(C)Sc2nc(=O)cc(N)n2-c2cccc(C)c2)cc1 (centres undefined)
    -11%, -15%, 2%, -4%, -6%, -3, -6%, 0%, .
> CC(=O)c1ccc(NC(=O)C2CCCN2S(=O)(=O)c2ccc(F)cc2)cc1 (centres undefined)
    -8%, 8%, -10%, -20%, 0%, -2, 15%, -2%, -8%
> CCS(=O)(=O)N1CC(=O)N(c2ccc(C)c(C)c2)C(C)(C(=O)NC2CCCCCC2)C1 (centres undefined)
    -9%, -4%, 1%, -7%, 1%, -8, 14%, -2%, .
> Cc1ccc(-n2c(-c3ccccc3)n[nH]c2=S)c(C)c1
    -7%, 15%, 2%, -5%, 0%, -1, -1%, -5%, 7%
> Nc1ncnc2c1ncn2[C@@H]1O[C@H](CNC(=O)[C@@H](N)Cc2ccccc2)[C@@H](O)[C@H]1O
    ., -6%, ., -7%, ., -12, -1%, -3%, ?
> CCCC(=O)Nc1ccc2c(c1)nc(CN1CCN(C(C)=O)CC1)n2C
    -5%, -2%, 4%, -10%, -3%, 7, -20%, -4%, 4%
> C/C(=N\NC(=O)c1ccn(C)n1)c1ccc(NC(=O)C2CCCC2)cc1
    -9%, -8%, 34%, 2%, 1%, -8, 23%, 4%, -7%
> COc1ccc(N2C(=O)c3ccc(NC(C)=O)cc3C2=O)cc1
    -6%, -9%, -10%, -8%, -1%, 3, 15%, 3%, 1%
> CCN1C(=O)C2(C(C#N)=C(N)Oc3n[nH]c(-c4ccccc4)c32)c2ccccc21 (centres undefined)
    -11%, -4%, 10%, -4%, 1%, 2, -1%, -3%, -2%
> Nc1nnnn1/N=C/c1ccc(O)cc1
    5%, -8%, 5%, -1%, -1%, 2, 22%, -2%, 2%
> COc1ccc(N2CCN(CCCNC(=O)c3ccc(CS(=O)(=O)c4ccc(OC)cc4)o3)CC2)cc1
    -9%, -12%, 4%, -18%, 2%, -4, 8%, -5%, 9%
> O=C(Nc1ccc(F)cc1F)N1CCN(CCc2ccccc2)CC1
    -7%, -3%, -3%, -2%, -9%, -3, 21%, 2%, -1%
> C=CCn1c(SCc2nc3sc4c(c3c(=O)[nH]2)CCCC4)nc2ccccc2c1=O
    -7%, -8%, 13%, -19%, -4%, -1, 31%[activator], -1%, -1%
> CC(=O)c1cc2c(O)c(O)ccc2o1
    -3%, ?, ?, -1%, -5%, 53, ?, 2%, -7%
> O=C(CN1CCCCC1)Nc1ccccc1C(=O)NC1CC1
    ., -8%, ., -2%, ., -6, 14%, -5%, -12%
> COc1cccc(/C=N/NC(=O)CNC(=O)c2ccc(S(=O)(=O)N3CCOCC3)cc2)c1OC
    -16%, -16%, 27%, -21%, 2%, -1, -2%, 0%, 0%
> O=C(C[n+]1ccc(/C=N/O)cc1)NCc1ccccc1
    -8%, -4%, 1%, -13%, 0%, -1, 13%, 0%, 3%
> NS(=O)(=O)c1cccc(-n2cnnn2)c1
    2%, -9%, 1%, -7%, -5%, -1, -9%, -2%, 2%
> Cc1cc(C)n(CCc2nc(-c3ccc(F)cc3)cs2)n1
    2%, -2%, 14%, -5%, -6%, -16, -2%, 2%, 3%

In a second layout: entries from further up
canonical_smiles	Apoferritin bind	Pol kappa inh	Pol beta inh	POLH inh	BLM helicase inh	LDHA block	Pol iota inh	GRP78 ERSR act	APEX1 inh
COc1ccc(-n2nc3cc(C)c(NC(=O)c4cccnc4)cc3n2)cc1	-7%	-6%	0%	0%	-1%	-4	24%	4%	0%
Cc1ccc(NC(=O)C(C)Sc2nc(=O)cc(N)n2-c2cccc(C)c2)cc1 (centres undefined)	-11%	-15%	2%	-4%	-6%	-3	-6%	0%	.
CC(=O)c1ccc(NC(=O)C2CCCN2S(=O)(=O)c2ccc(F)cc2)cc1 (centres undefined)	-8%	8%	-10%	-20%	0%	-2	15%	-2%	-8%
CCS(=O)(=O)N1CC(=O)N(c2ccc(C)c(C)c2)C(C)(C(=O)NC2CCCCCC2)C1 (centres undefined)	-9%	-4%	1%	-7%	1%	-8	14%	-2%	.
Cc1ccc(-n2c(-c3ccccc3)n[nH]c2=S)c(C)c1	-7%	15%	2%	-5%	0%	-1	-1%	-5%	7%
Nc1ncnc2c1ncn2[C@@H]1O[C@H](CNC(=O)[C@@H](N)Cc2ccccc2)[C@@H](O)[C@H]1O	.	-6%	.	-7%	.	-12	-1%	-3%	?
CCCC(=O)Nc1ccc2c(c1)nc(CN1CCN(C(C)=O)CC1)n2C	-5%	-2%	4%	-10%	-3%	7	-20%	-4%	4%
C/C(=N\NC(=O)c1ccn(C)n1)c1ccc(NC(=O)C2CCCC2)cc1	-9%	-8%	34%	2%	1%	-8	23%	4%	-7%
COc1ccc(N2C(=O)c3ccc(NC(C)=O)cc3C2=O)cc1	-6%	-9%	-10%	-8%	-1%	3	15%	3%	1%

(listing goes on)
Values run as follows: Apoferritin bind, Pol kappa inh, Pol beta inh, POLH inh, BLM helicase inh, LDHA block, Pol iota inh, GRP78 ERSR act, APEX1 inh
> COCCNC(=O)c1c[nH]c2ccc(S(=O)(=O)N(C)c3ccc(C)c(C)c3)cc2c1=O
    -4%, -5%, 1%, -19%, -3%, 7, 13%, -4%, 40%
> Cc1cc(C)c(S(=O)(=O)Nc2ccc[nH]c2=O)c(C)c1
    -10%, -9%, 9%, -29%, ?, 6, 3%, -6%, 21%
> Cc1ccc(CN(Cc2ccco2)C(=O)c2cccc(C)c2)cc1
    -5%, 4%, 3%, -21%, -2%, -6, 11%, -4%, .
> CCCc1cc(=O)[nH]c(SCC(=O)N2CCc3ccccc32)n1
    ., -18%, ., -10%, ., -2, -13%, -2%, 17%
> NC(=O)c1ccc(NC(=O)COC(=O)C(Cc2ccccc2)NC(=O)c2ccccc2)cc1 (centres undefined)
    -11%, -8%, 22%, -1%, 1%, -10, 8%, -3%, -3%
> NS(=O)(=O)c1ccc(CNC(=O)CNC(=O)c2ccc(F)cc2)cc1
    4%, -7%, 8%, -10%, -6%, -13, ?, -2%, 34%
> O=C(CC1(O)C(=O)Nc2ccccc21)c1cccnc1 (centres undefined)
    -5%, -3%[60.1 µM], 1%, -5%, 1%, -5, 13%, 1%, -2%
> CNC(=S)NNS(=O)(=O)c1ccc(OC)cc1OC
    -1%, 3%, 1%, -7%, -1%, -1, -20%, 0%, ?
> COc1ccc(N(CC(=O)NCc2ccccc2C)S(=O)(=O)c2ccc(C)cc2)cc1OC
    9%, -7%, 19%, -20%, -6%, -3, 21%, -3%, 34%
> Cc1ccccc1OCc1ccc(-c2nc(C#N)c(N3CCN(c4cccc(Cl)c4)CC3)o2)o1
    4%, -9%, 23%, -10%, -4%, -4, 3%, -4%, .
> O=C1NC2(CCCCC2)C(=O)N1c1ccccc1
    -8%, -4%, -1%, ?, 0%, 1, ?, 2%, 2%
> S=C(Nc1ccc2nsnc2c1)N1CCCC1
    -6%, -7%, 22%, -17%, 7.9µM*, 27, 259%[activator], 6%, ?
> COC(=O)c1ccc(COc2ccc3c4c(c(=O)oc3c2)CCC4)o1
    -3%, -15%, ?, ?, -6%, -11, -5%, -5%, -6%
> O=C(N/N=C/c1cccc(NC(=O)c2ccc(Cl)cc2)c1)c1ccc(O)cc1
    0%, -12%, ?, -15%, -1%, -6, -28%, 2%, ?
> COc1cccc(C(=O)Nc2ccc(-n3nncc3-c3ccccc3)cc2)c1
    -8%, -5%[60.1 µM], ?, -19%, -14%, -17, -7%, -1%, .
> COc1ccc(/C=C2\CCn3c2nc2cc(C(=O)O)ccc2c3=O)cc1OC
    -9%, 4%, 7%, -21%, -5%, 2, -20%, -4%, ?
> CN(C)S(=O)(=O)c1cccc(-c2cn3ccccc3n2)c1
    -10%, -7%, 42%, -4%, -6%, -7, 7%, 6%, 14%
> Cc1ccc(CCNC(=O)c2ccc3nc4ccccc4c(=O)n3c2)cc1
    -6%, 2%, 21%, -8%, -4%, -1, 16%, -4%, -18%
> O=C(Nc1ccccc1Cl)O/N=C(/c1ccccc1)c1ccccn1
    -6%, -2%, 32%, -2%, -2%, 4, 61%[activator], -4%, 17%
> Cc1cc(/C=C(\C#N)C(=O)Nc2ccccc2)c(C)n1-c1ccc2c(c1)OCO2
    70%[activator], 5%, -16%, -11%, -7%, 1, 14%, 2%, -4%

Continued.
Values run as follows: Apoferritin bind, Pol kappa inh, Pol beta inh, POLH inh, BLM helicase inh, LDHA block, Pol iota inh, GRP78 ERSR act, APEX1 inh
> CN1CCN(C2=NC(=O)/C(=C/c3ccccc3OS(=O)(=O)c3ccccc3)S2)CC1
    3%, -3%, -24%, 0%, -1%, -11, 5%, -9%, -3%
> CC(C)c1ccc2[nH]c(O)c(N=NC(=O)c3cccc(S(=O)(=O)N4CCCCC4)c3)c2c1
    4%, -2%, 42%, -17%, -7%, -10, 30%[activator], 1%, 3%
> Cc1cccc(-c2nc(SCC(=O)N(C)c3ccccc3)c3c(=O)n(C)c(=O)n(C)c3n2)c1
    -6%, -8%[60.1 µM], 1%, -14%, -1%, -4, 31%[activator], -1%, .
> CCCn1c(SCC(=O)c2[nH]c(C)c(C(C)=O)c2C)n[nH]c1=O
    -8%, -8%, 1%, -21%, -3%, -17, 73%[activator], -4%, 2%
> Cc1ccc(Nc2ccccc2)cc1
    ?, -4%, 1%, -15%, 0%, 2, -6%, -3%, 12%
> CN1C(=S)N(c2cccnc2)C(=O)/C1=C\c1ccc(C(C)(C)C)cc1
    -16%, -5%, 1%, -24%, -17%, 3, 0%, ?, 0%
> CCC(Sc1nc2ccccc2c(=O)n1CCN1CCOCC1)C(=O)NCc1cccnc1 (centres undefined)
    5%, -5%, 32%, -15%, -6%, 6, 7%, -2%, 9%
> CC/C(=N\NC(=S)NC(C)C)c1ccc(OC(F)F)cc1
    -8%, -4%, -12%, -13%, -7%, -11, 34%[activator], -3%, -9%
